BRCA1 expr up: activators of BRCA1 expression; Potency, µM (highest dose often 46.1 µM), for the others: top-dose activation, actives largely listed as activators; MCF7-BRCA1-FFLuc reporter, luminescence, 48 h; response scale: scaled: vehicle 0%, 10 µM genistein 100%; actives 1.1% (n = 380,000); further: potency means the concentration at half of the fitted maximal effect; nearly all actives have a fitted effect of over 80% in size; some results filed as inactive show a strong effect at the top dose
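Compounds are tested at multiple concentrations on MCF7 BRCA1-luciferase reporter cells seeded at 2000 per well; after 48 h, a single luminescence end-point is taken and curves fitted to the normalized data.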
TSG101-PTAP inh: blocks PTAP/TSG101 interaction to inhibit HIV-1 budding. Q99816. Potency, µM (series often up to 115 µM), for inactives: at the highest dose activity change, negative = inhibition, hits mostly inhibitors. Fluorescence polarization, FITC-PTAP peptide / Tsg101 binding. AID 493005. 340,000 tested, under 10 active; active means well fitted inhibition curve with a large enough effect in the main read-out, with a control signal flat, not every such curve was filed as active; inconclusive means small, poorly fitted or top-dose-only effect, or effect the other way, or a change in a side signal; inactive means no such curve, though single readings can be large or run the other way; further: potency means the concentration at half of the fitted maximal effect; % of control where 0% means no effect
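Fluorescence anisotropy tracks displacement of a FITC-tagged PTAP peptide (50 nM) from the Tsg101 binding domain (10 uM), following a 20 min room-temperature incubation at pH 7.5.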
AT treatment: potential ataxia-telangiectasia treatments restoring KAP-1 phosphorylation | […] A-T fibroblasts, KAP-1 phosphorylation AlphaLISA; neocarzinostatin DNA damage 30 min before lysis | Potency, µM (doses to about 57.5 µM), for inactives: top-dose activation, hits mostly activators | actives 0.19% (n = 320,000); further: potency means the concentration at half of the fitted maximal effect; % of control where 0% means no effect; nearly all actives have a fitted effect of over 45% in size
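ATM-like activity read as KAP-1 phosphorylation via AlphaLISA donor/acceptor antibody pairs after lysis and 6 hr at 25C. Cells were ATM-null patient fibroblasts ([…], hTERT), dosed 60 min, then exposed to the DSB inducer NCS for 30 min.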
a7 integrin act: integrin-mediated muscular dystrophy alleviation activation | alpha7betagal myoblasts, beta-gal FDG fluorescence, 48 h | Potency, µM (titrated, usually from 38.3 µM), for the others: top-dose activation, hits mostly activators | actives 0.064% (n = 350,000) | AID 624291;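 further: potency means the concentration at half of the fitted maximal effect; 100% = response of the positive control SU9516; nearly all actives have a fitted effect of over 60% in size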
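Alpha7betagal+/- myoblasts (passage 13) were plated 16-24 hr, then exposed to compounds (1:260 dilution of DMSO stock) for 48 hours at 37C. After MPER lysis, β-galactosidase reporter activity was read as FDG fluorescence (ex 480/em 540) after 30 minutes.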
p53 reactivator: restores transcriptional activity of mutant p53 | actives 0.063% (n = 320,000) | H1299 p53-A138V BP100-luciferase reporter, luminescence, 24 h | Potency, µM (highest dose often 92.2 µM), inactives show top-dose activity change, positive = activation, most hits filed as activators; further: potency means the concentration at half of the fitted maximal effect; % of control where 0% means no effect; nearly all actives have a fitted effect of over 45% in size
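H1299 (p53-null), stable ts p53-A138V + BP100-Luc; 1000 cells/well, Opti-MEM/10% FBS; cpd 4 pt, 1:5; 24 h, 37 deg C, 5% CO2; detection reagent 10 min RT; luminescence.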
ELG1 repair inh: inhibitors of ELG1-dependent DNA repair in HEK293T cells; HEK293T ELG1-luciferase reporter, luminescence, 16 h; DNA damage induced by 5-fluorouridine; Potency, µM (highest dose often 46.1 µM), for inactives: at the top dose activity change, negative = inhibition, usual class: inhibitors; actives 2.3% (n = 330,000); AID 504467; further: potency means the concentration at half of the fitted maximal effect; on the % scale 0 is the no-effect control and ±100 the full control effect; nearly all actives have a fitted effect of over 55% in size
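Quantitative HTS, concentration-response format. 2,000 cells/well co-treated with 5-fluorouridine and compound, 16 hr in 5% CO2 at 37 °C; ONE-Glo luminescence read after 30 min.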
TRPV1 agonist: human TRPV1 agonism. TRPV1-expressing cells, Fluo-8 calcium influx, agonist mode. Q8NER1. AID 540275. activation, % at 8.33 µM. actives 0.19% (n = 320,000); in the data active means activation above about 80%; inconclusive means between about 30% and that limit; further: 0% is about no effect
Target sequence (Q8NER1 whole entry, looked up): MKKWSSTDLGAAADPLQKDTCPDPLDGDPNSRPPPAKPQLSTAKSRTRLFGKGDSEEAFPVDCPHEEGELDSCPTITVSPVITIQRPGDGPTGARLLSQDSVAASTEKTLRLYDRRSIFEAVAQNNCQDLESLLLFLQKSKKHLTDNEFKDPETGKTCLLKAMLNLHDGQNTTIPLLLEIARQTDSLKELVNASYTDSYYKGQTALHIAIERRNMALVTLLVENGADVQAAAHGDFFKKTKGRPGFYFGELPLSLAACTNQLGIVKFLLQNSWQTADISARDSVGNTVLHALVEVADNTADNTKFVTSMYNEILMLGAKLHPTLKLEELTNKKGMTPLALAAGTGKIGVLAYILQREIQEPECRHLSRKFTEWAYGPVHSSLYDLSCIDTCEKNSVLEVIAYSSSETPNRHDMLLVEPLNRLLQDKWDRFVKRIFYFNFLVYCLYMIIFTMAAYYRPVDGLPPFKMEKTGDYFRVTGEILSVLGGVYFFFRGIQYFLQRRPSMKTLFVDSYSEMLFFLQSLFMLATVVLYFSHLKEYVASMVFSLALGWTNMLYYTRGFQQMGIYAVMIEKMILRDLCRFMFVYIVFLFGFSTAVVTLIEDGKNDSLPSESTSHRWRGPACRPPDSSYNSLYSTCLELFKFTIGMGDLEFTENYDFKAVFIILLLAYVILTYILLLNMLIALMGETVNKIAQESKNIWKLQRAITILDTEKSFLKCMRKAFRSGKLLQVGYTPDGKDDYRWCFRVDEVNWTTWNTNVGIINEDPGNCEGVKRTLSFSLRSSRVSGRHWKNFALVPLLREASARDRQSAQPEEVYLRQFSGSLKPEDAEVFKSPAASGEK
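Fluo-8 calcium influx in TRPV1-expressing cells, kinetic read (ex 480/em 520 nm). Compound added and read 3 min for agonist activity, followed by capsaicin at EC20 final and 2 min further read for enhancement.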
B2AR arrestin: agonists driving beta-arrestin recruitment to human beta2-adrenergic receptor; Potency, µM (series often up to 46.1 µM), for the others: at the highest dose activation, actives largely listed as activators; beta-arrestin recruitment to beta2AR, cell-based reporter; P07550; actives 0.02% (n = 330,000);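 further: potency means the concentration at half of the fitted maximal effect; 0% = DMSO controls and full agonism = EC100 isoproterenol or metaproterenol; nearly all actives have a fitted effect of over 65% in size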
TCR act: activators of T cell receptors; primary human leukocytes, anti-CD3, IL-2 HTRF, 48 h; Potency, µM (doses to about 9.22 µM), for inactives: at the highest dose activation of IL-2 secretion, hits mostly activators; 330,000 tested, under 10 active; AID 504894; further: % of control where 0% means no effect
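Compounds are tested in HTS on primary human leukocytes co-incubated with a-CD3 beads for 48 hr. IL-2 output is measured by time-resolved FRET.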
MLL CXXC-DNA inh: MLL CXXC-DNA interaction inhibition; Q03164; MLL-CXXC / FITC-HOXA9 DNA fluorescence polarization; Potency, µM (series often up to 115 µM), for inactives: top-dose activity change, negative = inhibition, hits mostly inhibitors; actives 0.037% (n = 290,000); active means well fitted inhibition curve with a large enough effect in the polarisation, with a control signal flat, not every such curve was filed as active; inconclusive means small, poorly fitted or top-dose-only effect, or effect the other way, or a change in a side signal; inactive means no such curve, though single readings can be large or run the other way; the % refers to the polarisation; further: potency means the concentration at half of the fitted maximal effect
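Purified MLL-CXXC (added from a 7 uM solution) was preincubated 5 min at ambient with pinned compounds in 50 mM Tris-HCl pH 7.5, 50 mM NaCl, 1 mM DTT, 0.05% BSA. Fluorescein-labeled HOX-A9 DNA (50 nM solution) followed, 30 min, then polarization read.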
An asterisk follows results filed as active; ? = inconclusive; . = not tested or not shown; [ ] = remark or other dose. Unless noted, the call rests on the fitted dose curve; in most records, active means well fitted curve in the direction sought with a large enough effect; inconclusive means small, poorly fitted or top-dose-only effect, or another doubt; inactive means no such curve, though single readings can be large; an effect the other way counts as inactive or inconclusive.

Molecule,BRCA1 expr up,TSG101-PTAP inh,AT treatment,a7 integrin act,p53 reactivator,ELG1 repair inh,TRPV1 agonist,B2AR arrestin,TCR act,MLL CXXC-DNA inh
CC(=O)Nc1ccc(S(=O)(=O)Nc2nc3ccccc3nc2N2CCc3ccccc3C2)cc1,-35%,-11%,-3%,10%,?,?,2,0.0%,7%,5%
CCCCCOc1ccc(NC(=O)c2cc(SC)ccc2Cl)cc1,-33%,-5%,3%,24%,1%,-19%,-2,-0.8%,2%[46.1 µM],-2%
COc1ccc(N2CCN(C(=O)c3cccn4c(=O)c5ccccc5nc34)CC2)cc1,6%,-3%,0%,2%,0%,-27%,-2,0.1%,.,7%
COc1ccc(N(CC(=O)Nc2ccc(C)cn2)S(=O)(=O)c2c(C)noc2C)cc1,-1%[1.84 µM],-4%,-1%,-13%,-5%,-20%,0,-0.2%,-2%,-4%
Cc1ccccc1NC(=O)Cc1c[nH]c2ccccc12,-46%,-6%,4%,2%,.,-3%,-3,-1.0%,6%,-1%
C/C(NCC(C)(C)CN(C)C)=C(/C#N)C(=O)NCc1ccccc1,4%,-4%,5%,-10%,5%,0%,3,0.0%,.,7%
CCCOc1ccc(-c2c(C(=O)N/N=C/c3ccc(OC)cc3)nnn2-c2nonc2N)cc1,-70%,-6%,-6%,8%,-1%,?,5,2.7%,5%[46.1 µM],0%
C=C(C)CSc1nc2sc3c(c2c(=O)n1-c1ccc(OC)cc1)CCN(C)C3,3%,0%,-5%,8%,-1%,-13%,-1,0.0%,-3%,16%
CC(NC(=O)c1ccccc1Cl)C1COc2ccccc2O1 (stereo not given),?,-4%,0%,-3%,22%,?,10,0.0%,2%[46.1 µM],-9%
O=C(Nc1cccc(Cl)c1)c1ccc(F)c(S(=O)(=O)N2CCN(c3ccccn3)CC2)c1,-62%,-3%,12%,-7%,15%,13µM*,-1,-0.7%,-2%,6%
Cc1cccc(C(=O)Nc2nc3ccc(S(C)(=O)=O)cc3s2)c1,3.2µM*,1%,18%,6%,?,?,?,-0.1%,5%,15%
O=C(CSc1nc(O)c(Cc2ccccc2)c(=O)[nH]1)N1CCOCC1,5%,-5%,-4%,0%,-2%,-9%,-1,-0.2%,-1%,7%
C/C=C/COC(=O)C1=C(C)NC(=O)NC1c1ccc2c(c1)OCO2 (stereo not given),8%,-3%,-2%,-3%,-1%,-13%,-3,-0.9%,-4%,0%
O=C1CN(C(=O)COC(=O)c2ccc([N+](=O)[O-])o2)c2ccccc2N1,-41%,-1%,18%,-36%,13%,1%,0,0.1%,0%,.
O=C(OCc1c(Cl)cccc1Cl)c1cccnc1,-31%,-2%,6%,0%,4%,6%,10,-1.0%,0%,-2%
CCN/C=C(\C#N)S(=O)(=O)c1ccc(Br)cc1,-19%,-4%,0%,-10%,-1%,-8%,0,-0.3%,10%,-2%
CC(C)C(NC(=O)c1ccc(Cl)cc1Cl)C(=O)NCCc1ccccn1 (stereo not given),-2%,0%,11%,-1%,-6%,-6%,-1,-0.2%,2%,.
C=C1CCN(c2ccc(C(=O)O)cc2[N+](=O)[O-])CC1,10%,?,.,-3%,.,.,.,.,-5%,.
COc1ccc(C=O)cc1OS(=O)(=O)c1ccccc1[N+](=O)[O-],44%,-6%,5%,-8%,-9%,-6%,-2,0.0%,-2%[46.1 µM],0%
CCCn1c(N)c(C(=O)NS(=O)(=O)c2ccc(C)cc2)c(=O)n(C)c1=O,-16%,-5%,2%,-29%,-7%,10µM*,4,0.3%,-13%,2%
CCOc1ccccc1NC(=O)c1ccc(CN2CCc3ccccc3C2)cc1,-19%,-1%,3%,-17%,-13%,-5%,0,5.9%,-8%,0%
CCOc1ccc2nc(NCCNC(=O)Nc3ccccc3)c(C#N)cc2c1,-38%,-5%,34%,6%,-7%,?,2,-0.1%,.,24%
O=C(CN1C(=O)NC2(CCCC2)C1=O)OCC(=O)c1cccc(Cl)c1,-14%,1%,-6%,?,1%,6%,9,0.1%,-2%,.
Cc1ccc(NC(=O)CN(C)CC(=O)N(C)Cc2ccccc2)cc1,0%,-3%,-1%,20%,-7%,3%,?,0.3%,7%,.
Cc1nc(N2CCN(C(=O)c3cnccn3)CC2)c2c3c(sc2n1)CC(C(C)(C)C)CC3 (stereo not given),0%,0%,-9%,-23%,5%,14%,0,-0.3%,-1%,-1%
COc1cccc(CNCCO)c1OCc1ccccc1,-15%,-1%,9%,10%,-3%,0%,0,-0.3%,4%,1%
Cc1ccc(-n2c(O)c(/C=N/Nc3ccc(S(=O)(=O)N4CCOCC4)cc3[N+](=O)[O-])c3ccccc3c2=O)c(C)c1,-98%[inhibitor],-1%,-24%,2%,-11%,?,-2,-2.8%,-4%[46.1 µM],-5%
CC(=O)Oc1ccc2occ(C(=O)c3cccs3)c2c1,?,3%,4%,-18%,?,?,2,-0.1%,14%,-8%
Cc1ccccc1NC(=O)c1ccc(CSc2ncccn2)cc1,44%,-1%,-4%,6%,1%,?,9,0.2%,4%,-13%
CCC[C@@H]1CCCO[C@@](C(=O)NCc2ccccn2)(C(F)(F)F)C1,-5%,0%,.,10%,.,.,.,.,-2%,.

(listing goes on)
structure,BRCA1 expr up,TSG101-PTAP inh,AT treatment,a7 integrin act,p53 reactivator,ELG1 repair inh,TRPV1 agonist,B2AR arrestin,TCR act,MLL CXXC-DNA inh
COc1ccc(S(=O)(=O)NCCc2nnc3ccc(SCC(=O)Nc4cc(C)on4)nn23)cc1,-3%,-1%,2%,-17%,-3%,1%,-2,-0.2%,-1%,-4%
NNC(=O)c1cccc(COc2ccc3c(c2)CCC3)c1,?,2%,.,-8%,?,?,?,-0.9%,5%,-3%
CC(C)(C)OC(=O)NN1CC(=O)N2Cc3[nH]c4ccccc4c3C[C@H]2C1=O,-10%,2%,14%,0%,-1%,9%,-1,2.9%,-3%,8%
O=C(CSc1nc2ccccc2c(=O)n1Cc1ccco1)NCc1ccco1,-2%,-9%,0%,-4%,2%,-19%,-3,-0.3%,3%[46.1 µM],-6%
Oc1ccc(Nc2nc3ccccc3nc2Nc2ccc(O)cc2)cc1,-83%[inhibitor],-3%,-4%,-42%[inhibitor],-11%,?,-4,-0.3%,-9%,2%
C[C@H](CO)N1C[C@H](C)[C@@H](CN(C)C(=O)Nc2ccccc2)Oc2ccc(NC(=O)Nc3ccc(C(F)(F)F)cc3)cc2C1=O,-50%,-8%,2%,-2%,16%,8%,.,0.1%,-1%,.
CC(C)C(c1nnnn1Cc1ccccc1)N1CCc2ccccc2C1 (stereo not given),-1%,1%,0%,-7%,1%,-6%,17,0.1%,-4%,2%
CCCN1CCN(S(=O)(=O)c2ccc3c(c2)CC(C)N3C(=O)C2CC2)CC1 (stereo not given),0%,1%,-4%,?,-4%,-3%,8,0.1%,7%,1%

Taken from above:
Entry of CC(C)C(c1nnnn1Cc1ccccc1)N1CCc2ccccc2C1 (stereo not given) under TSG101-PTAP inh: 1%
Entry of CCCN1CCN(S(=O)(=O)c2ccc3c(c2)CC(C)N3C(=O)C2CC2)CC1 (stereo not given) under TCR act: 7%
Entry of NNC(=O)c1cccc(COc2ccc3c(c2)CCC3)c1 under MLL CXXC-DNA inh: -3%

Going on with the list.
structure,BRCA1 expr up,TSG101-PTAP inh,AT treatment,a7 integrin act,p53 reactivator,ELG1 repair inh,TRPV1 agonist,B2AR arrestin,TCR act,MLL CXXC-DNA inh
CCOC(=O)c1nn(-c2ccc(Cl)cc2)c(C)cc1=O,3%,-1%,-4%,3%,1%,16%,0,-0.3%,-1%,12%
O=C(NCCCN1CCCC1=O)c1ccc(NS(=O)(=O)c2cccc([N+](=O)[O-])c2)cc1,-2%,-2%,11%,19%,9%,-2%,-3,0.2%,9%,.
CCOc1c2ccoc2nc2c(OC)c(OC)ccc12,75%,-1%,-3%,8%,3%,24%,8,-0.3%,-3%,-4%
CC(C)[C@H](NC(=O)c1ccccc1F)C(=O)OCC(=O)Nc1sccc1C(N)=O,-2%,0%,6%,-13%,-5%,?,.,0.0%,-14%,.

Profiles from above. Values in the order: BRCA1 expr up	TSG101-PTAP inh	AT treatment	a7 integrin act	p53 reactivator	ELG1 repair inh	TRPV1 agonist	B2AR arrestin	TCR act	MLL CXXC-DNA inh
CC(C)[C@H](NC(=O)c1ccccc1F)C(=O)OCC(=O)Nc1sccc1C(N)=O across the screens: -2%	0%	6%	-13%	-5%	?	.	0.0%	-14%	.
CCOC(=O)c1nn(-c2ccc(Cl)cc2)c(C)cc1=O across the screens: 3%	-1%	-4%	3%	1%	16%	0	-0.3%	-1%	12%
